ULK1 primary – blocks human autophagy kinase ULK1; O75385; AlphaScreen Atg13 phosphorylation by ULK1, luminescence; inhibition, % at 5.96 µM; actives 1.9% (n = 30,000); AID 1259251; in the data active = inhibition above about 43%;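 also: 0% = median of compound wells and 100% = no enzyme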
ASK1 inh – human ASK1 kinase inhibition, primary screen | Q99683 | AlphaScreen MKK6 phosphorylation by ASK1, luminescence | inhibition, % at 7.44 µM | actives 0.99% (n = 22,000); in the data active = inhibition above about 35%;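 also: 0% = median of compound wells and 100% = no enzyme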
Target sequence (Q99683 whole entry, looked up): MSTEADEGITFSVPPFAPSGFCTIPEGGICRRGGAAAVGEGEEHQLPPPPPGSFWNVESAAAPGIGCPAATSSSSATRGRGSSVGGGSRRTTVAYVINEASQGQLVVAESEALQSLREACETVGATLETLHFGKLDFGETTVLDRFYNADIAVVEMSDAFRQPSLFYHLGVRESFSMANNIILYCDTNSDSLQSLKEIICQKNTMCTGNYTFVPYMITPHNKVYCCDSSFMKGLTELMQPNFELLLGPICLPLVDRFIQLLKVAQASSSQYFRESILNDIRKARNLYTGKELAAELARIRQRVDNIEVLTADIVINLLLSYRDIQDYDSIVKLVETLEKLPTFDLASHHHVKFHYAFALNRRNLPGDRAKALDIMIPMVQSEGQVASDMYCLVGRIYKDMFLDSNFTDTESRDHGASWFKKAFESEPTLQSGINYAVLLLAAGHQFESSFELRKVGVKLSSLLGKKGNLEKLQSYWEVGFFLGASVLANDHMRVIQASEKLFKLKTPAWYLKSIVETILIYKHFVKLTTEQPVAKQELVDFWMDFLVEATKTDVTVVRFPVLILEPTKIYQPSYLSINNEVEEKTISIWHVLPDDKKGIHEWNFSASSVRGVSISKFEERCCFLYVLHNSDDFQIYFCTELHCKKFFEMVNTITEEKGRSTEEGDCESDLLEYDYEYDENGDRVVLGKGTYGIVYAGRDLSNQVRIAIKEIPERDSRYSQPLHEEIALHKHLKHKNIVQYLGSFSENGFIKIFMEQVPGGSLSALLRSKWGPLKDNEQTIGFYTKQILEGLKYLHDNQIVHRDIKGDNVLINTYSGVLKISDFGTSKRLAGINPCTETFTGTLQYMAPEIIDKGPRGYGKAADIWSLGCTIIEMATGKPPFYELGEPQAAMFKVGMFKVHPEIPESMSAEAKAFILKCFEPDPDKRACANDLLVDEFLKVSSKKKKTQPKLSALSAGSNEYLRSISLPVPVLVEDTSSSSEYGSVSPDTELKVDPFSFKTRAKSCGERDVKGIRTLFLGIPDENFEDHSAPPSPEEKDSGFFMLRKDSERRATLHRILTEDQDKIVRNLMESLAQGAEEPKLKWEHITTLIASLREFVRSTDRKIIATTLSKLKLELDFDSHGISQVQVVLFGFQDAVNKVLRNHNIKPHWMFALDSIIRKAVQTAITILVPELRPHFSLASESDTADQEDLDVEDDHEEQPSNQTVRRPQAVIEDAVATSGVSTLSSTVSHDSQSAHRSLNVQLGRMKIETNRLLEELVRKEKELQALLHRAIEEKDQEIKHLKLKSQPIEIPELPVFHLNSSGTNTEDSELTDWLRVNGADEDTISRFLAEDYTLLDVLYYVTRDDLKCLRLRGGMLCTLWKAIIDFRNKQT
Starred values were filed as active, the others as inactive; · = no result given.

Second line of a record: ULK1 primary | ASK1 inh
- OCC1CCCN1c1nc(NC2CCN(Cc3ccccc3)CC2)c2[nH]cnc2n1 (configuration not stated)
→ -13 | 9
- O=C(O)c1cc(Nc2ccccc2)cc(-c2ccnc(NC(=O)C3CCOC3)c2)c1 (configuration not stated)
→ 0 | 0
- Oc1ccc(CCNc2nc(NCCN3CCOCC3)nc3c2ncn3Cc2ccc(C(F)(F)F)cc2)cc1
→ -18 | 0
- O=C(Cc1cn(-c2ccc(N3CCN(Cc4ccc5c(c4)OCO5)CC3)nn2)c2ccccc12)NC1CC1
→ 0 | 8
- CC(C)N(CCNC(=O)c1csc(-c2cccc(N)c2)n1)C(C)C
→ 8 | -22
- NC(=O)c1ccc(-c2nc(NC3CCN(Cc4ccccc4)CC3)c3ncn(-c4ccsc4)c3n2)cc1
→ -18 | -7
- C1CCC(CN2CCCCC2)CC1
→ 8 | ·
- COC(=O)c1cc(S(N)(=O)=O)ccc1OC
→ -6 | ·
- CCCNc1nc(N2CCCC2CO)nc2c1ncn2Cc1ccc(C(F)(F)F)cc1 (configuration not stated)
→ -22 | 11
- CCO/C=C(\C#N)C(=O)OCC
→ -15 | ·
- Cn1nccc1Nc1ncc(C(=O)Nc2ccccc2)s1
→ 5 | 5
- OCCCNc1cc(-c2ccccc2)nc(-c2cccnc2)n1
→ -9 | ·
- Cc1cc(NCc2cccc(C(F)(F)F)c2)nc(N2CCC(N3CCOCC3)CC2)n1
→ -36 | 8
- COc1ccc2c(c1)C[C@H](C(=O)Nc1ccc(-c3cn[nH]c3)cc1OCCN(C)C)N(CC1CC1)C2
→ -10 | 5
- COc1ccc2c(c1)CC(C(=O)Nc1ccc(-c3cn[nH]c3C)cc1OCC(=O)N(C)C)CO2 (configuration not stated)
→ 11 | 10
- CC[C@]1(O)CC2CN(CCc3c([nH]c4ccccc34)[C@@](C(=O)OC)(c3cc4c(cc3OC)N(C=O)[C@H]3[C@@](O)(C(=O)OC)[C@H](OC(C)=O)[C@]5(CC)C=CCN6CC[C@]43[C@@H]65)C2)C1 (some centres not stated)
→ -18 | ·
- O=C(Nc1ccc2c(c1)OCO2)c1cnc(NCc2cccnc2)s1
→ 24 | 10
- O=C(NCCc1ccc(O)cc1)c1ccnc(N2CCCC2CO)c1 (configuration not stated)
→ 0 | -17
- CCn1c(O)c(/C=C2\C=Nc3ccccc32)sc1=S
→ 5 | ·
- CS(=O)(=O)c1cccc(-c2ccnc(Nc3ccc(-n4cnc(N5CCC(O)CC5)n4)cc3)n2)c1
→ 14 | -8
- CCS(=O)(=O)NCCc1csc(-c2ccc(Cl)cc2)n1
→ -10 | ·
- O=C(NC1CC1)c1csc(Nc2ccc(C(F)(F)F)cc2)n1
→ 5 | -10
- CCN(CC)C(=O)C1CCCN(c2cc(Nc3ccc(Oc4ccccc4)cc3)nc(N)n2)C1 (configuration not stated)
→ -1 | 4
- CCCN1CCN(c2c(Cl)cccc2NC(=O)c2ccccn2)CC1
→ -5 | -28
- CCC(CN1CCOCC1)NC(=O)c1cccc(-n2ncc3cc(Nc4c(Cl)cccc4Cl)ccc32)c1 (configuration not stated)
→ -16 | 11
- O=C(O)CCC(=O)O
→ 3 | ·
- Fc1cncc(-c2ccnc(Nc3ccc(-n4cnc(N5CCOCC5)n4)cc3)n2)c1
→ -14 | 0
- COc1ccc(CCN(C)CCCC(C#N)(c2cc(OC)c(OC)c(OC)c2)C(C)C)cc1OC (configuration not stated)
→ 2 | ·
- COc1ccc(-c2cncc(C(=O)NCc3nc4ccccc4[nH]3)c2)cn1
→ 2 | -5
- CC(C)NC(=O)c1cccc(NS(=O)(=O)c2ccc(-c3ncnc4[nH]ccc34)cc2F)c1
→ 7 | 1
- CC(C)n1c(N2CCN(c3ccccn3)CC2)nc2c(Nc3ccc(N4CCOCC4)cc3)ncnc21
→ 2 | 3
- NCc1cccc(CNC(=O)c2c[nH]c3cc(-c4cn[nH]c4)ccc23)c1
→ -4 | 4
- O=C(Cc1cn(-c2ccc(N3CCN(Cc4ccc5c(c4)OCO5)CC3)nn2)c2ccccc12)NCCc1ccc(O)cc1
→ 11 | 15
- COc1cccc(/C=C/C(=O)Nc2ccc3[nH]ncc3c2)c1
→ -1 | 7
- CN(Cc1ccccc1)c1cc(-c2cccnc2)nc(-c2ccncc2)n1
→ 2 | ·
- CC(=O)N(CC(O)CO)c1c(I)c(C(=O)NCCO)c(I)c(C(=O)NCC(O)CO)c1I (configuration not stated)
→ -10 | ·
- COc1ccc(-c2nc(NCc3ccccc3)c3ncn(C4CCCCC4)c3n2)cn1
→ -44 | 17
- Cc1cccc2nc3n(c12)CCC(OCCOC(=O)c1ccc(Br)o1)=C3
→ -1 | -8
- O=C(NC1CC1)c1ccc(-c2nc(NCCN3CCOCC3)c3ncn(Cc4ccc(C(F)(F)F)cc4)c3n2)cc1
→ -13 | -2
- O=C(Nc1ccc2c(c1)OCO2)c1ccnc(Nc2nccc3ccccc23)c1
→ 2 | -7
- CCc1cc(=O)[nH]c(-n2nc(C)cc2NC(=O)Cc2ccc(OC)c(OC)c2)n1
→ 0 | ·
- COc1cc(CNc2ncc(-c3ccc(Br)cc3)n2C)cc(OC)c1OC
→ -11 | ·
- O=C(NCc1ccccc1)C1CCN(c2ccc(Cl)nn2)CC1
→ -13 | -12
- O=C(NCC(O)c1ccc(Br)cc1)c1cn(-c2cccc3c(=O)[nH]ccc23)nn1 (configuration not stated)
→ 3 | 13
- CN(C)CCOc1cc(-c2cn[nH]c2)ccc1NC(=O)C1(C)COc2ccc(Cl)cc2C1 (configuration not stated)
→ -13 | -4
- Cc1cc(Nc2ccccc2)nc(Nc2ccccc2)n1
→ -29 | 0
- CC(=O)Nc1ccc(NC(=O)c2ccc3nc(Nc4ccc(N5CCOCC5)cc4)sc3c2)cc1
→ -5 | 0
- COc1cc2nc(-c3ccc(C(=O)NC4CC4)cc3)nc(Nc3cc(OC)c(OC)c(OC)c3)c2cc1OC
→ -7 | -2
- c1ccc(OCc2nc3ccc(-c4cn[nH]c4)cc3s2)cc1
→ 4 | -7
- CC(C)NCC(O)COc1ccc(CCOCC2CC2)cc1 (configuration not stated)
→ -2 | ·
- O=C(NCc1ccccc1)c1cccc(-c2ccc(C(=O)NC3CC3)cc2)c1
→ 7 | 3
- Nc1nonc1-n1nnc(C(=O)NN=C2CCCCCC2)c1-c1cccc([N+](=O)[O-])c1
→ 5 | ·
- Cc1ccnc(NS(=O)(=O)c2ccc(N)cc2)n1
→ -13 | ·
- NC(=O)c1cccc(-n2ncc3cc(Nc4ccccc4F)ccc32)c1
→ -34 | -7
- Cc1ccc(-c2cccc3cnc(Nc4ccc(-n5cnc(-c6ccccn6)n5)cc4)nc23)cn1
→ -17 | -20
- COc1ccc(CNc2nc3ccc(-c4ccncc4)cc3s2)cc1
→ 13 | 5
- CCN(CC)C(=O)C1CCCN(c2nc(N)c3ncn(-c4ccsc4)c3n2)C1 (configuration not stated)
→ 10 | 14
- c1ccc(CNc2ccnc(-c3csc4ccccc34)n2)cc1
→ -21 | -9
- CN1CCN(C2=Nc3cc(F)ccc3Cc3ccccc32)CC1
→ 4 | ·
- COC(CNC(=O)c1ccc(-c2cnn(-c3ccccc3)c2)nc1)OC
→ 6 | ·

Additional structures:
Second line of a record: ULK1 primary | ASK1 inh
- Cc1nc(C)n(-c2ccc(Nc3nccc(-c4cncc(F)c4)n3)cc2)n1
→ 2 | 2
- Cc1nc2ncccc2c(=O)n1-c1ccc(F)c(NC(=O)c2ccccc2Cl)c1
→ 4 | ·
- CC1(C(=O)CSc2n[nH]c(-c3ccccc3Cl)n2)CCC(=O)O1 (configuration not stated)
→ 4 | ·
- CN(C)c1cccc(Nc2cc(C(=O)NCCN3CCOCC3)c3ccccc3n2)c1
→ 2 | 15
- O=C(NCc1nc2ccccc2[nH]1)c1ccnc(N2CCOCC2)c1
→ 11 | 3
- O=C(NCCc1ccc(O)cc1)c1cnc(Nc2ccc(-n3ccnc3)cc2)s1
→ -10 | 11
- O=C(NCCOc1ccccc1)c1cccc(Nc2ccc3ncccc3c2)c1
→ -16 | -8
- Nc1c2c(nc3ccccc13)CCCC2
→ -2 | ·
- OCCNc1nc(NC2CCCC2)nc2c1cnn2-c1ccc(F)cc1
→ -1 | ·
- COc1cccc(COC(=O)Nc2ccc(-c3cn[nH]c3)cc2N(C)CCN(C)C)c1
→ 19 | 3
- COC(CCCNC(CC(C[Si](C)(C)C)=C(C)C)C(C)C)OC (configuration not stated)
→ -2 | 5
- CC(=O)n1c(=O)oc2cc(Cl)ccc21
→ 5 | ·
- N#CCNC(=O)c1ccc(Br)cc1
→ -9 | ·
- COC(=O)c1ccc2c(c1)CC(C(=O)Nc1ccc(-c3cn[nH]c3)cc1)CO2 (configuration not stated)
→ 17 | -12
- COc1cc(Nc2cc(C)nc(Nc3ccccn3)n2)cc(OC)c1OC
→ -2 | 6
- COc1ccc(-c2cnc(SCC(=O)NCc3ccc4c(c3)OCO4)n2C)cc1
→ 5 | ·
- CN(C)CCOc1cc(-c2cn[nH]c2)c(F)cc1NC(=O)C1CNCC1c1ccccc1 (configuration not stated)
→ 2 | 10
- COc1cc(Nc2cc(Nc3ccncn3)ncn2)cc(OC)c1OC
→ 43* | 1
- O=C1CCCN1CCn1cnc2c(Nc3ccc4c(c3)OCO4)nc(N3CCC(N4CCOCC4)CC3)nc21
→ 2 | 5
- CC(C)N(CCNc1cc(Nc2nccc3ccccc23)ncn1)C(C)C
→ 5 | -13
- CCCNc1nc(N2CCCC2CO)nc2nc[nH]c12 (configuration not stated)
→ -2 | -8
- COc1ccc(Nc2nc(NCCc3ccccn3)c3ncn(C(C)C)c3n2)cn1
→ 11 | -2
- Fc1ccc(C(CCCCl)c2ccc(F)cc2)cc1
→ 8 | ·
- COCCNc1cc(-c2ccc(F)cc2)nc(-c2ccccn2)n1
→ -13 | ·
- C=CCN1CCN(c2c(NC(=O)c3ccc(Br)o3)cccc2-c2ccc(F)cc2)CC1
→ -10 | 21
- CC(C)CNC(=O)C(=O)NCCCN1CCOCC1
→ -18 | ·
- CC(C)(C)OC(=O)N[C@H]1CCCN(c2nccc(-c3ccc(S(C)(=O)=O)cc3)n2)C1
→ -8 | -11
- CN(C)c1cccc(Nc2nc(NCCc3ccc(O)cc3)c3[nH]cnc3n2)c1
→ 36 | 14
- COc1ccc2c(c1)CC(C(=O)Nc1ccc(-c3cn[nH]c3)cc1OCCC(C)C)CO2 (configuration not stated)
→ 9 | 31
- COc1ccc(-c2nccc(NCCOc3ccccc3)n2)cn1
→ -3 | -1
- COc1ccc(-c2nc(NCCN(C(C)C)C(C)C)c3ncn(Cc4ccc(C(F)(F)F)cc4)c3n2)cc1
→ -36 | 3
- c1ccc(CNc2nc(Nc3nccc4ccccc34)nc3c2ncn3C2CCCCC2)cc1
→ 11 | -21
- CCCNC(=O)c1cnc(-c2csc3ccccc23)s1
→ -18 | -9
- CCN(CC)c1nc(NCCN2CCOCC2)nc(N2CCN(c3ccccn3)CC2)n1
→ -5 | -12
- CC(=O)Nc1ccc(Nc2nc(Nc3ccccc3)nc3c2ncn3-c2ccsc2)cc1
→ 3 | 12
- COc1ccc(CCNc2cc(Nc3ncccn3)nc(N)n2)cc1
→ 11 | 3
- COc1cc(NC(=O)c2cnc(NCCN3CCOCC3)s2)cc(OC)c1OC
→ 5 | 8
- COC(=O)c1c(F)cccc1Oc1nc(OC)cc(OC)n1
→ 12 | ·
- NCCn1ncc2c(N3CCN(Cc4ccccc4)CC3)ncnc21
→ -3 | ·
- O=C(Nc1ccc(N2CCOCC2)cc1)c1cncc(-c2ccc(C(=O)NC3CC3)cc2)c1
→ -7 | 10
- Cc1cc(NCc2ccccc2)nc(Nc2nccc3ccccc23)n1
→ -17 | -34
- O=C(Nc1ccccc1)c1ccc2nc(NCc3cccnc3)sc2c1
→ 6 | 4
- COc1cccc2c1C(=O)c1c(O)c3c(c(O)c1C2=O)C[C@@](O)(C(C)=O)C[C@@H]3O[C@H]1C[C@H](N)[C@H](O)[C@H](C)O1
→ 10 | ·
- O=C(Cc1cn(-c2ccc(N3CCOCC3)nn2)c2ccccc12)NCCN1CCOCC1
→ -7 | -31
- Cc1cc(C)c(NC(=O)c2sc3nc(-c4ccc(F)cc4)cn3c2C)c(C)c1
→ -2 | ·
- Cc1ncn(-c2ccc(Nc3ncc4cccc(-c5cnoc5)c4n3)cc2)n1
→ 6 | 13
- CCCNc1nc(N2CCN(c3ccccn3)CC2)nc2c1ncn2-c1ccccc1
→ -19 | 8
- O=C1CCCN1CCCNc1nc(NCc2ccccc2)c2[nH]cnc2n1
→ 0 | -3
- COc1cc(Nc2cc(NCCN3CCOCC3)nc(N)n2)cc(OC)c1OC
→ 2 | -6
- OCCNc1nc(N2CCN(Cc3ccc4c(c3)OCO4)CC2)nc2nc[nH]c12
→ 0 | -9
- O=C(Nc1cnn(-c2cccc(C(=O)NC3CCN(Cc4ccccc4)CC3)c2)c1)Nc1ccccc1Cl
→ 29 | 1
- COCCN(C1CCN(C(=O)C(C)(C)C)CC1)S(=O)(=O)c1ccccc1
→ -2 | ·
- Cc1cncc2c(S(=O)(=O)N3CC[C@H](NC(=O)CNC(=O)OC(C)(C)C)C3)cccc12
→ -5 | -18
- COc1cc2nc(-c3ccccc3)nc(Nc3ccccc3)c2cc1OC
→ -57 | -3
- O=C(NCc1cccc(C(F)(F)F)c1)c1cnc(-c2cccs2)s1
→ -14 | -11
- Cc1cncc2c(S(=O)(=O)N3CC[C@@H](NC(=O)c4ccc(Br)cc4Cl)C3)cccc12
→ -3 | -6

Profiles, quoted from the list. Order of values: ULK1 primary	ASK1 inh
COc1cccc2c1C(=O)c1c(O)c3c(c(O)c1C2=O)C[C@@](O)(C(C)=O)C[C@@H]3O[C@H]1C[C@H](N)[C@H](O)[C@H](C)O1 is entered as 10	·
NCCn1ncc2c(N3CCN(Cc4ccccc4)CC3)ncnc21 is entered as -3	·
O=C(NCc1cccc(C(F)(F)F)c1)c1cnc(-c2cccs2)s1 is entered as -14	-11
COc1ccc(CCNc2cc(Nc3ncccn3)nc(N)n2)cc1 is entered as 11	3
CC(=O)Nc1ccc(Nc2nc(Nc3ccccc3)nc3c2ncn3-c2ccsc2)cc1 is entered as 3	12

Bioassay records (PubChem BioAssay)
